# AMPAR-TARP mod: modulates AMPAR-stargazin complexes | O88602+P19491 | HEK293 GluA2+stargazin, membrane potential dye (FDSS), glutamate EC50; hits were called plate by plate, in both directions | calls only at 30 µM | 3.5% of 40,000 active | AID 1259245;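 active means any of four per-well response measures lying three or more SD from its plate-wide compound average, in either direction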
# Target sequence (O88602 whole entry, looked up): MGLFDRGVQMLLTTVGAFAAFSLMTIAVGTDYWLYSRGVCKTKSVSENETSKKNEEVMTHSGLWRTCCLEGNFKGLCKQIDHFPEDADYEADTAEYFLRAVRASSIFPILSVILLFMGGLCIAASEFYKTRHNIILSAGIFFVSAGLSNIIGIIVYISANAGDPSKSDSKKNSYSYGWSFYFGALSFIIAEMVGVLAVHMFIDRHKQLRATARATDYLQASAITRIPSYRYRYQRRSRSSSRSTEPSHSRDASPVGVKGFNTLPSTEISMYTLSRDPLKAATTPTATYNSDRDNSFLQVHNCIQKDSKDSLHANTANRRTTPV
# Target sequence (P19491 whole entry, looked up): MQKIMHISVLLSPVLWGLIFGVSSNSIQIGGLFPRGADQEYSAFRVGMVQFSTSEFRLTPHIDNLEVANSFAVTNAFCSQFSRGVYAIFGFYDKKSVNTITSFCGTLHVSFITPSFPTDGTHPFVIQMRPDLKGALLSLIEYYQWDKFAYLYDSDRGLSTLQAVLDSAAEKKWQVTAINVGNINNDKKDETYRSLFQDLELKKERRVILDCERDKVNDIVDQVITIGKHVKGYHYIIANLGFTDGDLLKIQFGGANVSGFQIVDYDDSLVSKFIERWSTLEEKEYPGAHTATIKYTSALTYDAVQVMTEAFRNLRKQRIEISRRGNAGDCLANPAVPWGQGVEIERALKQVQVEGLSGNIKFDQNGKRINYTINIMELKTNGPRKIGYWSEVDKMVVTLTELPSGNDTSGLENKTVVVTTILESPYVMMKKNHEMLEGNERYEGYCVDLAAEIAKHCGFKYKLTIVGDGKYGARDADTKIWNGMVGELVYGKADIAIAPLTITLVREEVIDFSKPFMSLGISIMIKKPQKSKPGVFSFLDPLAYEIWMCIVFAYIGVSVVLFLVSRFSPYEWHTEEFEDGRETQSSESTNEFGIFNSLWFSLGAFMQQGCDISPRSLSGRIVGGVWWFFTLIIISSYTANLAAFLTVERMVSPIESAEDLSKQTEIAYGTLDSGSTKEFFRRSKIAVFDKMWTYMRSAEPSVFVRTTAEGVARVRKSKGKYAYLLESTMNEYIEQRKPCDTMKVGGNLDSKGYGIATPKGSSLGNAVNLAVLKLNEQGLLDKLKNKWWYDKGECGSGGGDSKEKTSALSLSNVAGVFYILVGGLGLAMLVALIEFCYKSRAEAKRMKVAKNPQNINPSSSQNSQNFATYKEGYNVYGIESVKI
# AMPAR-TARP mod agonism max-min: further read-out of AMPAR-TARP mod, marked with its call; compound max-min signal; compound-alone response (agonism);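 unitless range of fluorescence divided by baseline over first 100 seconds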
# AMPAR-TARP mod glutamate slope: also measured in AMPAR-TARP mod; calls as there; glutamate slope, % of max; measured here: glutamate response slope, % max;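 scaled per plate between vehicle wells and maximal 1 mM glutamate control wells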
# * marks the source's active call; other numbers are inactive results; i = inactive; + = active, no number.
entry	mol	AMPAR-TARP mod	AMPAR-TARP mod agonism max-min	AMPAR-TARP mod glutamate slope
1	CC1CC(C)CN(CC(O)COc2ccccc2-c2ccccc2)C1 (centres undefined)	i	0.157	45.9
2	CCCCCn1c(=S)[nH]c2ccc(F)cc2c1=O	i	0.0753	65.4
3	COc1ccc(N2CCN(CCNS(=O)(=O)c3ccc(Cl)s3)CC2)cc1	i	0.131	47.8
4	COc1cccc2cc(C(=O)Nc3cc(C)nn3-c3ccccc3)oc12	i	0.0408	41.8
5	O=C(Nc1cccs1)N(CCc1ccccc1)Cc1ccccn1	i	0.137	47.3
6	Cc1ccc2c(NC(=O)Cc3csc(-n4cccc4)n3)cccc2n1	i	0.0892	66.2
7	CC(C)C(=O)N1CCC2(CC1)NC(=O)NC2=O	i	0.0567	30.4
8	CCOC(=O)Cc1csc(NC(=O)C2CC2)n1	i	0.0334	46.3
9	COC(=O)Cn1c(=O)c2c(nc3n2CC(COc2ccc(Cl)cc2)O3)n(C)c1=O (centres undefined)	i	0.115	56.9
10	COc1cccc(NC(=O)NNc2nc3c(-c4ccccc4)nnn3c3ccccc23)c1	i	0.133	70.2
11	CCn1ccnc1N1CCN(C(=O)Cc2ccc(OC)c(OC)c2)CC1	i	0.0925	61.9
12	CSCCC(C)(O)CNC(=O)c1c(F)cccc1Cl (centres undefined)	i	0.0704	52.4
13	COc1cc(CCN2C(=O)c3cccc4cccc(c34)C2=O)c(S(=O)(=O)N2CCCCCC2)cc1OC	i	0.0976	54.2
14	COc1cccc(CC(=O)NCC2CCN(S(C)(=O)=O)CC2)c1	i	0.0817	50.8
15	CCc1ccc(NC2CC(=O)N(c3ccccc3Cl)C2=O)cc1 (centres undefined)	i	0.164	47.7
16	COc1ccc(S(=O)(=O)N2CCCc3cc(NC(=O)c4cc(C)on4)ccc32)cc1	i	0.0648	65.6
17	Cc1ccc(-c2cc(C(F)F)n3ncc(C(=O)n4c(C)nc5ccccc54)c3n2)cc1	i	0.0786	11.9
18	CC(=O)Nc1nnc(CS(=O)(=O)c2ccccc2)o1	i	0.0723	41.5
19	CSC1=NCCN1S(=O)(=O)c1ccc(Cl)cc1	i	0.0567	43.6
20	CC1CCN(C(=O)C(=O)Nc2c3c(nn2-c2ccc(Cl)cc2)CSC3)CC1	i	0.0583	56.9
21	CCc1nnsc1C(=O)Nc1sc2c(c1C(=O)NCCc1ccccc1)CCCC2	i	0.122	72.9
22	COc1ccc2sc(N(CCN3CCOCC3)C(=O)c3ccc(SC)cc3)nc2c1	i	0.0314	65.4
23	COc1cccc(NC(=O)c2ccc(=O)n(Cc3cccc([N+](=O)[O-])c3)c2)c1	i	0.0931	52.5
24	O=C(Nc1ccc(-c2ccc(N3CCCCC3)nn2)cc1)Nc1ccc2c(c1)OCO2	i	0.0923	45.3
25	O=C(Oc1ccccc1)N1CCC(CNS(=O)(=O)c2cccc3ccccc23)CC1	i	0.0925	62.5
26	COc1ccc(-n2nnc3c(N4CCN(C(=O)COc5ccc(Cl)cc5)CC4)ncnc32)cc1	i	0.0929	76.9
27	Cc1ccc(S(=O)(=O)N2CCN(c3ccc4nnc(C5CC5)n4n3)CC2)c(C)c1	i	0.059	37.0
28	COc1ccc(-n2nc3c(c2NC(=O)C(=O)NC2CCCC2)CS(=O)(=O)C3)cc1	i	0.0561	51.3
29	Cn1ccnc1N1CCN(CC(=O)Nc2cccc(F)c2)CC1	i	0.0654	33.6
30	O=S(=O)(NCCOc1ccc(-c2ccc(F)cc2)nn1)c1ccccc1C(F)(F)F	i	0.0308	68.5
31	Cn1nc(CNC(=O)CCC(=O)c2ccccc2)c2ccccc2c1=O	i	0.104	43.9
32	O=C(CN1N=NC2C(=O)N(c3ccc(Br)cc3)C(=O)C21)Nc1ccc(Cl)cc1 (centres undefined)	i	0.0803	49.9
33	CSc1ccccc1NC(=O)c1cc2n(n1)C(C(F)(F)F)CC(c1ccco1)N2 (centres undefined)	i	0.039	49.1
34	COc1ccc(OC)c(C2NC(=O)NC(C)=C2C(=O)Nc2ccccc2F)c1 (centres undefined)	i	0.0376	42.7
35	CCOC(=O)c1csc(NC(=O)NCc2cccs2)n1	i	0.109	72.0
36	Cc1[nH]c(=O)[nH]c(=O)c1CC(=O)Nc1cc2ccccc2oc1=O	i	0.104	58.8
37	CCOc1ccc(-c2ccc(=O)n(CCNC(=O)COc3ccc4c(c3)OCO4)n2)cc1	i	0.0428	45.6
38	COc1cccc(CN2CCN(S(=O)(=O)c3cc(Cl)ccc3OC)CC2)c1	i	0.102	41.6
39	COc1ccc(-c2noc(CSc3nc4ccccc4c(=O)n3Cc3ccco3)n2)cc1	i	0.0839	64.0
40	COc1ccc(-n2nnc3c(N4CCN(C(=O)c5ccccc5SC(F)F)CC4)ncnc32)cc1	i	0.176	59.3
41	CCn1c(=O)c2c(nc3n(-c4ccc(OC)cc4)c(C)c(C)n23)n(C)c1=O	i	0.133	63.4
42	O=C(NCC1(O)CCOCC1)C(=O)Nc1ccccc1C(F)(F)F	i	0.118	55.4
43	O=C(NCCCN1CCCC1=O)C(=O)NCc1ccc(F)cc1	i	0.105	45.8
44	CCOC(=O)NCc1nc2ccccc2n1Cc1ccccc1F	+	0.0375*	52.9*
45	COc1ccc(CN2C(=O)C3(OCCCO3)c3ccccc32)cc1OC	i	0.0216	47.3
46	COc1cc(N2CCN(C(=O)c3c(F)cccc3F)CC2)nc(OC)n1	i	0.115	59.3
47	Cc1ccc(N2C(=O)CCS2(=O)=O)cc1S(=O)(=O)NCc1ccccn1	i	0.104	50.8
48	COc1ccc(-c2noc(-c3nnn(-c4cc(F)ccc4F)c3C)n2)cc1	i	0.134	57.3
49	Cc1nc(NCCNC(=O)c2ccc(S(=O)(=O)N(C)C)cc2)cc(-n2ccnc2C)n1	i	0.128	60.7
50	COc1cccc(NS(=O)(=O)c2cccc(F)c2)c1	i	0.172	48.4
51	COc1ccccc1CCNC(=O)Cn1nc(-c2ccc(OC)c(OC)c2)ccc1=O	i	0.0429	71.5
52	COCC(=O)N1CCCc2ccc(NC(=O)c3cn(C)nc3OC)cc21	i	0.12	61.5
53	COc1ccc(N2CCN(CCn3c(C)cn4c5c(=O)n(C)c(=O)n(C)c5nc34)CC2)cc1	i	0.085	35.8
54	Cc1ccc(NC(=O)c2cc3c(=O)n4ccccc4nc3s2)c(S(=O)(=O)N2CCCCC2)c1	i	0.115	69.3
55	O=C(CCCn1nc(-c2cccs2)ccc1=O)Nc1cccc2nsnc12	i	0.0277	27.4
56	CCOc1ccccc1S(=O)(=O)N1CCC(Cn2ccnc2C)CC1	i	0.114	84.1
57	Cc1cccc(NC(=O)c2c(O)c3ccccc3[nH]c2=O)c1	i	0.0874	73.4
58	O=C(NCCCn1cccc1)c1ccno1	i	0.109	63.2
59	Cc1ccc(-c2noc(-c3c(C)cc(C)n(CC(=O)NC4CCCCC4)c3=O)n2)cc1	i	0.0675	60.0
60	CCSc1ccc(CC(=O)Nc2nc(-c3ccc(OC)cc3OC)cs2)cc1	i	0.0876	53.3

# Further results:
entry	mol	AMPAR-TARP mod	AMPAR-TARP mod agonism max-min	AMPAR-TARP mod glutamate slope
61	CCOc1ccccc1NC(=O)c1ccc(S(=O)(=O)c2ccc(Cl)cc2)nc1	i	0.0897	60.8
62	Cc1nc(-c2cccs2)c(CCC(=O)N(C)C2CCS(=O)(=O)C2)s1 (centres undefined)	i	0.101	49.8
63	Cn1cccc1C(O)CNC(=O)C(=O)Nc1ccc(OC(F)(F)F)cc1 (centres undefined)	i	0.118	65.8
64	CCNc1nc2c(c(=O)n(Cc3ccc(C)cc3)c(=O)n2C)n1C	i	0.105	71.1
65	CN(C(=O)c1nc(-c2cnccn2)no1)C1CCCCC1	i	0.106	69.0
66	CC1CN(S(=O)(=O)c2c(Cl)cccc2Cl)CC(C)O1 (centres undefined)	i	0.0305	54.5
67	CCOc1ccc(-c2ccc(=O)n(CCNC(=O)NCc3ccccc3)n2)cc1	i	0.0653	55.1
68	Cc1ccc(-n2nc(C)c(=O)c(-c3ccccc3)c2NC(=O)C(C)C)cc1	i	0.0646	55.8
69	CC1CCCCN1c1ccc(N2CCN(C(=O)c3c[nH]c4ccccc34)CC2)nn1 (centres undefined)	i	0.147	51.7
70	COc1cc(C)c(S(=O)(=O)N2CCN(c3cccc(Cl)c3)CC2)cc1C	i	0.0642	53.5
71	COc1cc(-c2ccc(SCC(=O)NCc3ccc(F)cc3)nn2)cc(OC)c1OC	i	0.0386	52.5
72	Cc1cc(C(=O)N2CCCC(c3nn(C)c(=O)n3-c3ccccc3)C2)c(C)o1 (centres undefined)	i	0.0741	54.9
73	CSc1ncccc1C(=O)N1CCC(CNC(=O)c2ccccc2C(F)(F)F)CC1	i	0.0604	48.1
74	O=C(NCc1ccc(Cl)cc1)NCC1CCN(C(=O)Nc2ccc(F)cc2)CC1	i	0.0836	39.4
75	COc1ccc(C(=O)Nc2ccc(S(N)(=O)=O)cc2)cc1I	i	0.0562	28.1
76	Cc1ccc(C2NC(=O)Nc3c2c(=O)n(C)c(=O)n3C)s1 (centres undefined)	i	0.112	53.7
77	CCOc1ccc(C(=O)N2CCN(c3ncnc4c3nnn4-c3ccc(C)cc3)CC2)cc1	i	0.0241	49.3
78	Cc1cc(C)c(-c2ccc(SCC(=O)Nc3ccc4c(c3)OCO4)nn2)cc1C	i	0.0606	71.2
79	O=S(=O)(c1cccc2c(S(=O)(=O)N3CCCCC3)cccc12)N1CCCCC1	i	0.109	71.3
80	O=C(Nc1ccc2oc(-c3ccncc3)nc2c1)c1cccs1	i	0.066	50.0
81	Cc1ccccc1C(=O)Nc1ccc(N2CCCS2(=O)=O)cc1	i	0.0335	41.9
82	O=C(NCC(O)Cc1ccccc1)NC1CCCCC1 (centres undefined)	i	0.149	68.0
83	CCCN1C(=O)C2C(c3cccs3)NN(Cc3ccccc3)C2C1=O (centres undefined)	i	0.0418	57.5
84	O=C(NCCNc1cc(-n2cccn2)ncn1)Nc1ccc2ccccc2c1	i	0.105	65.2
85	CCCc1cc(C(=O)OC)c(NC(=O)CC2Sc3ccccc3NC2=O)s1 (centres undefined)	i	0.0779	54.0
86	CCS(=O)(=O)N1CCCc2cc(NS(=O)(=O)c3c(C)n[nH]c3C)ccc21	i	0.0904	65.3
87	COc1cccc(NC(=O)CN2N=NC3C(=O)N(c4ccc(OC)c(OC)c4)C(=O)C32)c1 (centres undefined)	i	0.101	55.3
88	COC(=O)C1=C(C)Nc2ncnn2C1c1ccc(OC(F)F)c(OC)c1 (centres undefined)	i	0.0409	49.8
89	COc1cccc(-n2nnc3c(N4CCN(C(=O)C(C)(C)CCl)CC4)ncnc32)c1	i	0.0519	35.5
90	Cc1cccc(CN2CCc3c(OCC(=O)NC4CCCCC4)cccc3C2=O)c1	i	0.0759	67.5
91	Cc1ccc(NS(=O)(=O)c2ccc(NC(=S)NC(=O)/C=C/c3ccco3)cc2)c(C)c1	i	0.0421	41.7
92	Cc1nc(Nc2ccc(NC(=O)C(C)C)cc2)cc(-n2ccnc2)n1	i	0.0693	56.3
93	CC(=O)N1CCN(C(=O)C(=O)Nc2c3c(nn2-c2ccccc2)CS(=O)(=O)C3)CC1	i	0.115	62.1
94	CCS(=O)(=O)Nc1cccc(-c2ccc(=O)n(C)n2)c1	i	0.0464	58.4
95	COCCNS(=O)(=O)c1cc(OC)c(C)cc1C	i	0.0371	55.3
96	COc1ccc(CCNC(=O)NCC2(O)CCOCC2)cc1	i	0.129	51.8

# Record cards, as listed above. Screens in order: AMPAR-TARP mod	AMPAR-TARP mod agonism max-min	AMPAR-TARP mod glutamate slope
# Profile of Cn1ccnc1N1CCN(CC(=O)Nc2cccc(F)c2)CC1 : i	0.0654	33.6
# Profile of COc1cc(-c2ccc(SCC(=O)NCc3ccc(F)cc3)nn2)cc(OC)c1OC : i	0.0386	52.5
# Profile of CC(=O)Nc1nnc(CS(=O)(=O)c2ccccc2)o1 : i	0.0723	41.5

# (more compounds)
entry	mol	AMPAR-TARP mod	AMPAR-TARP mod agonism max-min	AMPAR-TARP mod glutamate slope
97	Cc1ccccc1C(=O)N1CCN(c2ncnc3c2nnn3-c2ccccc2)CC1	i	0.0344	51.4
98	Cc1nc(C)c(C(=O)N2CCC(c3nnc(C(C)C)o3)CC2)s1	i	0.114	59.8
99	O=C(NCCCN1CCOC(c2ccccc2)C1)c1ccco1 (centres undefined)	i	0.0468	32.6
100	CCC(C(=O)Nc1ccc(-n2nnn(CC(N)=O)c2=O)cc1)c1ccccc1 (centres undefined)	i	0.164	76.3
101	CCOC(=O)Cn1c(C2CC(=O)N(CC)C2)nc2ccccc21 (centres undefined)	i	0.0454	22.4
102	Cn1nc(NC(=O)COc2ccccc2F)c2c1NC(=O)CC2c1ccco1 (centres undefined)	i	0.121	64.2
103	COC(=O)c1sc(NC(=O)c2ccc(OC)cc2)c(C(=O)OC)c1C	i	0.0805	55.1

# In the list so far, these have a furan ring, fused or not.
entry	mol	AMPAR-TARP mod	AMPAR-TARP mod agonism max-min	AMPAR-TARP mod glutamate slope
4	COc1cccc2cc(C(=O)Nc3cc(C)nn3-c3ccccc3)oc12	i	0.0408	41.8
33	CSc1ccccc1NC(=O)c1cc2n(n1)C(C(F)(F)F)CC(c1ccco1)N2 (centres undefined)	i	0.039	49.1
39	COc1ccc(-c2noc(CSc3nc4ccccc4c(=O)n3Cc3ccco3)n2)cc1	i	0.0839	64.0
72	Cc1cc(C(=O)N2CCCC(c3nn(C)c(=O)n3-c3ccccc3)C2)c(C)o1 (centres undefined)	i	0.0741	54.9
91	Cc1ccc(NS(=O)(=O)c2ccc(NC(=S)NC(=O)/C=C/c3ccco3)cc2)c(C)c1	i	0.0421	41.7
99	O=C(NCCCN1CCOC(c2ccccc2)C1)c1ccco1 (centres undefined)	i	0.0468	32.6
102	Cn1nc(NC(=O)COc2ccccc2F)c2c1NC(=O)CC2c1ccco1 (centres undefined)	i	0.121	64.2

# Bioassay records (PubChem BioAssay)

# These rows are one share of the data; count on the stated rates, not on these rows.
